Assay outcomes (PubChem BioAssay)
MgcRacGAP inhibition – MgcRacGAP GTPase-activating activity inhibitors, confirmation, biochemical, ADP Hunter fluorescence. actives 0.6% (n = 340,000). AID 624330, 2012. Rac GTPase-activating protein 1 (Homo sapiens). MgcRacGAP-stimulated Rac1 GTP hydrolysis, ADP Hunter fluorescence; higher % means a stronger effect; GST-tagged Rac1 F28L mutant substrate. inhibition, % at 30 µM; hits with a dose series show IC50 in µM;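 active = first-screen hits whose inhibition reached a set limit at any dose in the follow-up dose series; inconclusive = inhibition above the set first-screen limit but never retested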;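 also: fluorescence reports GDP produced by GAP-driven GTP hydrolysis; strong numbers were not always called active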
LYP inhibition – inhibitors of LYP phosphatase, biochemical, fluorescence intensity, uHTS (AID 1779). actives 0.054% (n = 290,000). recombinant LYP phosphatase, fluorescence intensity; higher % means a stronger effect. inhibition, % at 11.5 µM, or IC50 in µM where a hit was titrated. Tyrosine-protein phosphatase non-receptor type 22 (Homo sapiens); in the data active = inhibition above about 50%;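 also: plate controls were vehicle with enzyme for no effect and no enzyme for full effect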
SIAH1 antagonists – Siah-1 peptide-binding antagonists, primary screen, biochemical, fluorescence polarization, rhodamine-plectin, uHTS (AID 1817); displacement, % at 20 µM, or IC50 in µM where a hit was titrated; actives 0.02% (n = 290,000); Siah-1 / rhodamine-plectin peptide fluorescence polarization; higher % means a stronger effect;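 active = displacement of at least 50% at 20 µM, with a fluorescence ratio check between 0.3 and a set limit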;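 also: plate controls were Siah plus tracer with DMSO for no effect and tracer alone without Siah for full effect; strong numbers were not always called active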
Large T inhibition – SV40 large T antigen inhibitors, biochemical (AID 1903) | SV40 large T antigen ATPase/helicase inhibition assay; higher % means a stronger effect | one-dose inhibition, % at 20 µM; IC50 in µM for titrated hits | actives 0.39% (n = 310,000); in the data active = a potency from the dose series; inconclusive = inhibition mostly from about 32% at the one dose, without a potency; inactive = the rest, 99 in 100 with inhibition below about 32%; also: strong numbers were not always called active
NS5 inhibitors – Dengue-2 NS5 methyltransferase inhibitors, primary screen, biochemical, confirmation dose response (AID 588689) | Dengue-2 NS5 methyltransferase capping enzyme assay, biochemical; higher % means a stronger effect | Genome polyprotein (Dengue virus type 2 (strain 16681-PDK53)) | actives 0.3% (n = 340,000) | one-dose inhibition, % at 25 µM; IC50 in µM for titrated hits; in the data active = a potency from the dose series; inconclusive = inhibition above about 29% without an active follow-up result
AID2073 – inhibitors of Mint1-CaV2.2 protein interaction, biochemical, HTRF (AID 2073). Voltage-dependent N-type calcium channel subunit alpha-1B (Homo sapiens). HTRF protein-protein interaction, Mint1-CaV2.2; higher % means a stronger effect. inhibition, % at 20 µM; hits with a dose series show IC50 in µM. actives 0.19% (n = 290,000); in the data active = inhibition mostly above about 51%, no sharp cut-off; inconclusive = no clear call, values can overlap the other calls; inactive = mostly below about 53%; also: some results filed as inactive read as strong as hits
XIAP displacement – XIAP antagonists, biochemical, IAP family, fluorescence polarization (AID 1018); E3 ubiquitin-protein ligase XIAP (Homo sapiens); XIAP BIR domain, fluorescence polarization peptide displacement; higher % means a stronger effect; one-dose displacement, % at 20 µM; IC50 in µM for titrated hits; actives 0.007% (n = 200,000); in the data active = displacement above about 50%; also: a part of the inactive calls stands beside numbers as strong as those of hits
RSV CPE inhibition – RSV antiviral activity via CPE protection, HEp-2 cells, primary 10 µM value included (AID 2391); HEp-2 cells, RSV-induced CPE inhibition; higher % means a stronger effect; one-dose CPE inhibition, % at 10 µM; IC50 in µM for titrated hits; actives 0.13% (n = 310,000); in the data active = a potency from the dose series; inconclusive = CPE inhibition mostly from about 23% at the one dose, without a potency; inactive = the rest, 99 in 100 with CPE inhibition below about 21%; also: strong numbers were not always called active
HIV fusion peptide – inhibitors of HIV fusion peptide binding, primary screen, biochemical, uHTS, fluorescence dequenching (AID 1986) | cell-free peptide binding, fluorescence dequenching, 30 min; higher % means a stronger effect | actives 0.3% (n = 290,000) | inhibition, % at 20 µM; hits with a dose series show IC50 in µM; in the data active = inhibition mostly above about 52%, no sharp cut-off; inactive = mostly below about 76%; also: some results filed as inactive read as strong as hits
NS5 inhibitors pilot replicate – recorded beside NS5 inhibitors, whose call it bears; inhibition, %; measured here: pilot screen replicate inhibition
* = called active by the depositor; ? = inconclusive; . = no result given. Random draw from the library (roughly 1.7% active in at least one column).

SMILES	MgcRacGAP inhibition	LYP inhibition	SIAH1 antagonists	Large T inhibition	NS5 inhibitors	AID2073	XIAP displacement	RSV CPE inhibition	HIV fusion peptide	others
Cc1cccc(C)c1NC(=O)C1CCCN1S(=O)(=O)c1ccc(-c2ccc(=O)[nH]n2)s1 (stereo not drawn)	-5%	-11%	-3%	5%	-8%	11%	.	0.4%	-0.6%
CC(Sc1ccc(Cl)cc1)C(=O)NCc1cccnc1 (stereo not drawn)	2%	-5%	-4%	4%	-3%	-1%	-8.1%	2.4%	3.9%
O=C(Nc1ccc(Cl)cn1)C1COc2ccccc2O1 (stereo not drawn)	-18%	-2%	-8%	3%	-1%	-6%	1.2%	2.5%	-1.8%
O=C(Nc1nc(-c2cccs2)c(-c2cccs2)s1)C1(c2ccccc2)CC1	11%	-4%	8%	6%	1%	-4%	-2.6%	11%	-0.1%
CCOc1ccc(/C=N/NC(=O)c2cc(-c3cccn3C)n[nH]2)cc1	6%	6%	-6%	0%	-4%	1%	-4.5%	-0.6%	-2.5%
CCn1c(SCc2ccc(F)cc2)nnc1C1CCN(S(=O)(=O)c2ccc(OC)cc2)CC1	10%	-3%	4%	-2%	-2%	-3%	1.2%	11%	0.3%
COc1ccc(NS(=O)(=O)c2ccc(NS(=O)(=O)c3cccs3)cc2)c(OC)c1	6%	-2%	-1%	6%	2%	1%	.	2.5%	3.8%
COc1ccc(NC(=O)CCC(=O)N(Cc2ccc(OC)c(OC)c2)c2nccs2)cc1	-5%	-3%	16%	3%	-1%	6%	-4.5%	0.8%	0.5%
CCOC(=O)c1ccc(NC(=S)NCCc2ccc(F)cc2)cc1	.	-1%	-2%	1%	.	-8%	-2.9%	12%	0.1%
O=C1CN(C(=O)COC(=O)c2ccc(N3CCCCCC3)c([N+](=O)[O-])c2)c2ccccc2N1	14%	1%	4%	0%	-6%	2%	-2.0%	11%	0.8%
CCOc1ccc(CCNC(=O)C2CCN(c3nn4c(=O)cc(C)nc4s3)CC2)cc1OCC	16%	4%	-1%	21%	-1%	5%	1.4%	2.6%	-1.2%
O=C(Nc1cc(Cl)ccc1-n1cncn1)c1ccco1	5%	-3%	8%	28%	-1%	0%	.	2.1%	0.6%
O=S(=O)(NCc1ccccn1)c1ccc2ccccc2c1	5%	-8%	8%	25%	-7%	1%	.	6.0%	2.4%
CCCCN1c2cc(C)c(O)cc2C(C(=O)OCC)C1C (stereo not drawn)	.	-9%	-1%	4%	.	3%	-4.4%	-0.1%	-2.3%
Cc1ccc(-c2noc(CN(C(=O)C34CC5CC(CC(C5)C3)C4)C(C)C)n2)cc1	4%	1%	-3%	-1%	-6%	4%	-3.8%	-1.5%	5.5%
Cc1ccc(-c2nc(SCC(=O)NCC3CCCO3)c(-c3ccc(C)cc3)[nH]2)cc1 (stereo not drawn)	10%	-2%	-1%	2%	1%	-4%	-6.1%	3.5%	-3.0%
CN(C(=O)c1ccc2c(=O)n3c(nc2c1)CCCCC3)c1cccc(Cl)c1	11%	-1%	3%	8%	-6%	-2%	.	1.6%	-0.9%
Cc1cc(C)nc(N(C#N)CC(=O)Nc2ccccc2)n1	4%	-8%	1%	1%	-8%	-2%	-2.2%	1.4%	1.0%
FC(F)(F)c1ccccc1-n1c(-c2ccco2)n[nH]c1=S	8%	-7%	10%	20%	-1%	-7%	.	-0.8%	-1.0%
COC(=O)c1ccc(COc2ccc3c4c(c(=O)oc3c2)CCC4)o1	8%	-2%	-6%	3%	-6%	34%	-4.3%	0.3%	-1.6%
CCCC(=O)N1CC(=O)Nc2ccc(C)cc2C1c1ccccc1 (stereo not drawn)	5%	-7%	8%	7%	1%	14%	.	7.3%	-3.5%
COc1ccc(CNC(=O)c2ccc(SC)cc2OC)cc1	7%	-4%	11%	-1%	-3%	7%	-1.7%	2.0%	1.6%
COc1cc(CC(=O)NCc2ccco2)cc(OC)c1OC	2%	-10%	-1%	0%	-3%	10%	-6.5%	1.0%	0.0%
CCNCc1nc2cc(Cl)ccc2c(=O)[nH]1	2%	-6%	2%	8%	-3%	-3%	-5.6%	-0.2%	0.5%
CC(=O)Nc1ccc(OCc2nnc(-c3ccccc3)o2)cc1	6%	-15%	1%	4%	-4%	-2%	.	-2.6%	2.2%
CCCCOc1ccc(C(=O)Nc2ccc(OCC(=O)N3CCOCC3)cc2)cc1	7%	-10%	20%	8%	2%	-1%	.	1.9%	1.3%
Cc1nn(CC2CC2)c(=O)n1-c1cccc(Cl)c1	4%	0%	22%	7%	-4%	-8%	-4.3%	-0.5%	1.0%
O=S(=O)(/C=C/c1ccccc1)Oc1ccccc1	2%	5%	3%	7%	-5%	-2%	-2.1%	.	-0.5%
Cc1cc(C)c(NC(=O)COC(=O)c2ccc([N+](=O)[O-])s2)c(C)c1	8%	-2%	-6%	7%	0%	-4%	-4.5%	-0.1%	-2.8%
CNC(=O)C(=O)NCC1OCCN1S(=O)(=O)c1ccc([N+](=O)[O-])cc1 (stereo not drawn)	-5%	-6%	6%	9%	-9%	4%	-1.5%	0.1%	1.0%
CSc1nsc(SCC(=O)Nc2ccccc2C(N)=O)n1	6%	-8%	16%	9%	9%	-12%	.	2.5%	2.6%
O=C(O)CCCC(=O)N1N=C(c2ccccc2)CC1c1ccc2nccnc2c1 (stereo not drawn)	3%	3%	-1%	12%	2%	7%	-5.5%	4.0%	2.0%
COCCCC1CCN(C(=O)CCc2nnc(CCCCc3ccccc3)o2)CC1	7%	-6%	-3%	17%	-3%	-6%	-9.1%	7.7%	0.5%
Cc1ccc(N2C(=O)/C(=C/c3ccco3)SC2=S)cc1	15%	8%	40%	31%	11%	42%	-5.0%	0.4%	55%
COc1ccc(C(C)=O)cc1CSc1ccccn1	3%	1%	3%	6%	-3%	4%	.	1.8%	0.9%
NNCCc1ccccc1	3%	-9%	-2%	5%	-6%	4%	-5.6%	0.9%	-0.7%

12 entries already listed, sorted by formula weight, descending.
SMILES	MgcRacGAP inhibition	LYP inhibition	SIAH1 antagonists	Large T inhibition	NS5 inhibitors	AID2073	XIAP displacement	RSV CPE inhibition	HIV fusion peptide	others
COCCCC1CCN(C(=O)CCc2nnc(CCCCc3ccccc3)o2)CC1	7%	-6%	-3%	17%	-3%	-6%	-9.1%	7.7%	0.5%
CCCCOc1ccc(C(=O)Nc2ccc(OCC(=O)N3CCOCC3)cc2)cc1	7%	-10%	20%	8%	2%	-1%	.	1.9%	1.3%
O=C(O)CCCC(=O)N1N=C(c2ccccc2)CC1c1ccc2nccnc2c1 (stereo not drawn)	3%	3%	-1%	12%	2%	7%	-5.5%	4.0%	2.0%
CNC(=O)C(=O)NCC1OCCN1S(=O)(=O)c1ccc([N+](=O)[O-])cc1 (stereo not drawn)	-5%	-6%	6%	9%	-9%	4%	-1.5%	0.1%	1.0%
Cc1cc(C)c(NC(=O)COC(=O)c2ccc([N+](=O)[O-])s2)c(C)c1	8%	-2%	-6%	7%	0%	-4%	-4.5%	-0.1%	-2.8%
CSc1nsc(SCC(=O)Nc2ccccc2C(N)=O)n1	6%	-8%	16%	9%	9%	-12%	.	2.5%	2.6%
CC(=O)Nc1ccc(OCc2nnc(-c3ccccc3)o2)cc1	6%	-15%	1%	4%	-4%	-2%	.	-2.6%	2.2%
Cc1ccc(N2C(=O)/C(=C/c3ccco3)SC2=S)cc1	15%	8%	40%	31%	11%	42%	-5.0%	0.4%	55%
COc1ccc(C(C)=O)cc1CSc1ccccn1	3%	1%	3%	6%	-3%	4%	.	1.8%	0.9%
Cc1nn(CC2CC2)c(=O)n1-c1cccc(Cl)c1	4%	0%	22%	7%	-4%	-8%	-4.3%	-0.5%	1.0%
O=S(=O)(/C=C/c1ccccc1)Oc1ccccc1	2%	5%	3%	7%	-5%	-2%	-2.1%	.	-0.5%
NNCCc1ccccc1	3%	-9%	-2%	5%	-6%	4%	-5.6%	0.9%	-0.7%

Later entries
SMILES	MgcRacGAP inhibition	LYP inhibition	SIAH1 antagonists	Large T inhibition	NS5 inhibitors	AID2073	XIAP displacement	RSV CPE inhibition	HIV fusion peptide	others
NC(=O)CC(NC(=O)Cc1ccc(Cl)cc1)c1ccc(NC2CCCCCCC2)c([N+](=O)[O-])c1 (stereo not drawn)	5%	-10%	-2%	22%	9%	10%	.	3.1%	0.6%
Cc1ccc(C)c(N2CCN(C(=O)CCCCCn3c(=S)[nH]c4ccc(N5CCOCC5)cc4c3=O)CC2)c1	8%	4%	8%	12%	-7%	?	.	4.6%	-2.6%
C/C(Cn1nnc([N+](=O)[O-])n1)=N\NC(=O)c1ccccc1	8%	-8%	0%	1%	-3%	-2%	1.5%	-0.7%	1.3%
Cc1nn(-c2ccccn2)c(C)c1Oc1ccccc1O	14%	-9%	-2%	-10%	-6%	-8%	-2.1%	0.1%	-0.9%
COc1ccc(C(=O)Nc2c(Cl)cc(Cl)cc2C(=O)NCCN2CCOCC2)cc1	0%	-6%	5%	3%	-1%	26%	-2.9%	0.0%	-0.7%
O=C(Cn1cnc2c(nnn2Cc2ccc(F)cc2)c1=O)NCc1ccc2c(c1)OCO2	5%	0%	6%	7%	-3%	14%	0.1%	1.1%	3.4%
COC(=O)CCSc1nccn1Cc1ccccc1	5%	-5%	1%	11%	-3%	-20%	-3.3%	2.3%	-0.5%
CCN(CC)C(=N)/C(C#N)=N/Nc1ccccc1	.	0%	-1%	15%	.	13%	.	2.2%	-0.9%
Cc1ccc2c(c1)c(C)cc(=O)n2CCC(=O)O	2%	-5%	20%	12%	1%	7%	-5.6%	5.0%	-1.3%
COc1ccc(NC(C)=O)cc1NC(C)C(=O)Nc1cc(C(F)(F)F)ccc1N1CCOCC1 (stereo not drawn)	8%	-1%	3%	5%	-5%	-6%	-3.4%	0.3%	-3.0%
O=S(=O)(c1cccc2nsnc12)N1CCN(Cc2ccccc2)CC1	7%	-4%	0%	5%	2%	6%	.	0.5%	-0.5%
CCOc1ccccc1N(CC(=O)Nc1cccc(OC)c1)S(=O)(=O)c1ccccc1	2%	-6%	10%	5%	-6%	8%	.	1.7%	-0.3%
CN1CCC(=C2c3ccccc3C(O)c3ccccc32)CC1 (stereo not drawn)	6%	0%	0%	5%	-3%	0%	.	0.2%	-0.8%
Cc1cccc(C(=O)NCCN2CCCC2)c1	11%	-1%	-2%	3%	-3%	-4%	-6.0%	3.2%	0.2%	NS5 inhibitors pilot replicate=1.8
